SIAE inh – inhibitors of human sialic acid acetylesterase SIAE. Q9HAT2. SIAE FP-Rh probe binding, fluorescence polarization. inhibition, % at 9.66 µM. 370,000 tested, 0.69% active. AID 1053197;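 active = inhibition above a cutoff: mean of compounds within the control limits plus 3 SD of those, cut at about 17% in these data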;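 note: 0% = plate median of compound wells and 100% = probe without SIAE protein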
GC-B act – GC-B (human) receptor activation; P20594; HEK293-GC-B cells, CNP EC30, cGMP TR-FRET; 0% at EC30 CNP, 100% saturating CNP; activation, % at 10 µM; 370,000 tested, 0.11% active; AID 1920062;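 active = activation at 10 µM reaching about 35% in either raw or pattern-adjusted values, limit read from the data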
MBD2 inh – blocks human MBD2 binding to methylated DNA. TR-FRET, MBD2 binding to methylated oligonucleotide. 370,000 tested, 0.31% active. Q9UBB5. inhibition, % at 4.4 µM; in the data active = inhibition above about 13%
TCR CD3 inh – blocks the human TCR-CD3 interaction; TAMRA-labeled TCR probe fluorescence, biochemical; inhibition, % at 9.4 µM; 360,000 tested, 0.37% active; in the data active = inhibition above about 19%;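 note: recombinant mutant TCR 2C K166C tagged with TAMRA read by polarization; 0% = receptor in buffer alone and 100% = receptor with positive control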
ABHD4 inh – inhibitors of mouse ABHD4. Q8VD66. AID 720543. inhibition, % at 8.92 µM. 370,000 tested, 0.54% active. purified mABHD4, FP-Rh probe fluorescence polarization;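 active = inhibition exceeding the mean over every tested compound plus 3 SD, cut at about 30% in these data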;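 note: 0% = plate median of compound wells and 100% = S159A mutant with DMSO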
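Assay system: mouse ABHD4 enzyme, wild type / Also added: fluorescent activity-based probe FP-Rh / Doses: single nominal dose of 8.92 µM, 0.89% DMSO final / Timing: 45 min compound pre-incubation plus 60 min probe step, 25 °C / Signal: FP readout, ex 525 nm / em 598 nm / Control set: S159A mutant/DMSO as 100%, compound-well median as 0%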
PRMT1 FP inh – PRMT1 (human) inhibition, primary screen; AID 652257; 370,000 tested, 1.3% active; inhibition, % at 2.79 µM; recombinant PRMT1, activity-based probe fluorescence polarization; Q99873;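 active = inhibition above about 21% made by adding two undisclosed values, limit read from the data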
UHRF1 binding – human UHRF1 methylated DNA binding inhibitors; inhibition, % at 4.4 µM; UHRF1 binding to methylated oligo, TR-FRET; 370,000 tested, 0.75% active; Q96T88; in the data active = inhibition above about 21%;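 note: UHRF1 SRA domain binding a hemimethylated CpG hairpin DNA probe; 0% = median of test compound wells and 100% = reference inhibitor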
rCAG RNA binder – molecules binding r(CAG) RNA repeats; r(CAG) RNA repeat, TO-PRO-1 dye displacement fluorescence; inhibition, % at 3 µM; 370,000 tested, 1.3% active;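 active = inhibition above the plate cutoff, the mean of all test compounds on that plate plus 3 SD, cut at about 35% in these data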;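 note: 0% = DMSO alone and 100% = 100 µM mitoxantrone as full dye displacement; higher means more dye released from RNA so lower well fluorescence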
NPR1 activator – GC-A (human) enzyme activation | P16066 | HEK293 GC-A cells, cGMP TR-FRET, EC30 ANP; 0% at EC30 ANP, 100% saturating ANP | activation, % at 10 µM | 370,000 tested, 0.14% active | AID 1671463; in the data active = activation above about 40%
Target sequence (P16066 whole entry, looked up): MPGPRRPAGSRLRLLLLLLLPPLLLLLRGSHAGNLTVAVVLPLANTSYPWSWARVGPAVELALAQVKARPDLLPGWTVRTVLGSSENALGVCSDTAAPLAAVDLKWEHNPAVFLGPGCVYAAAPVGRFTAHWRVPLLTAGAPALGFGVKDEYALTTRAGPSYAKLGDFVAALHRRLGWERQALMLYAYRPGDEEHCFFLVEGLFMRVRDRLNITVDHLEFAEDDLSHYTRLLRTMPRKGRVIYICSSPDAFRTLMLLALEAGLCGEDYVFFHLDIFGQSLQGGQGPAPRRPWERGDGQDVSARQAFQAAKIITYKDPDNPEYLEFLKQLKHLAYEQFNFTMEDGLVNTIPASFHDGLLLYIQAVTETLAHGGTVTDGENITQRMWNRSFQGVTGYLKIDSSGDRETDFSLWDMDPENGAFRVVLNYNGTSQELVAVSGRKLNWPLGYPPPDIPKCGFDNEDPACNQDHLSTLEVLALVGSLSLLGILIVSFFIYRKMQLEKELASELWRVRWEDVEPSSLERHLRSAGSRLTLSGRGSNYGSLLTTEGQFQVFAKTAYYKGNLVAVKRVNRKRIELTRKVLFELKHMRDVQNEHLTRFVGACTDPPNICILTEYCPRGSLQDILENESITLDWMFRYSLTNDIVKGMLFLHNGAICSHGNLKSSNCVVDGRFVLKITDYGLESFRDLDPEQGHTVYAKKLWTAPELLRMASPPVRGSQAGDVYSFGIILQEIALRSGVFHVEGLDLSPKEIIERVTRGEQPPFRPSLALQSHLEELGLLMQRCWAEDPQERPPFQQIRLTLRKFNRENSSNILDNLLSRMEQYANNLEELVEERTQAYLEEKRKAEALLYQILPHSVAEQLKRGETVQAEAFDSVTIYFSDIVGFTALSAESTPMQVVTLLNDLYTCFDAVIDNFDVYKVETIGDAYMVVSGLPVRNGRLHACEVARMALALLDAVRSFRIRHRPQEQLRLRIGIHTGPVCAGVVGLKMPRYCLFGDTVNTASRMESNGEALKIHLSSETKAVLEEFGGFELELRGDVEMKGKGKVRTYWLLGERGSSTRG
HTRA1 inhibitor – HTRA1 (human) protease inhibition. 340,000 tested, 0.5% active. recombinant HTRA1, FP-rhodamine activity-based probe, fluorescence polarization. Q92743. inhibition, % at 5.96 µM. AID 504803; in the data active = inhibition above about 36%;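 note: 0% = enzyme with DMSO and 100% = wells lacking enzyme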
An asterisk follows results filed as active; nt = no result given.

no.	SMILES	GC-B act	rCAG RNA binder	TCR CD3 inh	HTRA1 inhibitor	ABHD4 inh	MBD2 inh	NPR1 activator	SIAE inh	UHRF1 binding	PRMT1 FP inh
1	COc1ccc(N(C)C(=O)CC2(CC(=O)O)CCCCC2)cc1	-6	1	-4	-7	-6	-6	7	4	-2	-1
2	CCn1c(SC2CCOC2=O)nnc1-c1ccc(Cl)cc1 (stereo not given)	0	1	-3	2	-2	3	4	-6	2	5
3	O=C(O)/C=C/c1ccc2ccccc2n1	3	1	-1	0	-7	0	0	0	-1	-3
4	Cc1ccc(N(CC(=O)NCCc2ccccc2)S(=O)(=O)c2c(C)noc2C)cc1	-6	-9	3	0	-9	-5	-2	2	0	-1
5	COc1ccc2nc(N=NC3=C(O)CC(C)(C)CC3=O)sc2c1	-3	7	5	53*	26	-17	1	-4	-17	-3
6	CNc1cc(-c2ccc(O)cc2C)ncn1	-1	4	5	nt	6	-3	-1	7	1	-2
7	CCSCCOC(=O)C1=C(C)N(C)C(=O)NC1c1ccc2c(c1)OCO2 (stereo not given)	10	-5	-2	-8	9	5	-2	-15	0	1
8	CN1CCN(S(=O)(=O)c2ccc(NC(=O)c3cccc(S(=O)(=O)N4CCCC4)c3)cc2)CC1	-7	4	-1	-4	-4	0	3	0	-1	0
9	O=C(Cc1c(C(=O)O)[nH]c2ccccc12)Nc1ccc2c(c1)OCO2	14	11	1	6	4	-1	2	6	1	-1
10	CCOC(=O)N1CCC(N2CCCC(C(=O)c3cc(F)ccc3OC)C2)CC1 (stereo not given)	-2	-5	4	-2	0	0	-2	-1	-3	-3
11	CCOC(=O)CNC(=O)N1CCCC(CNS(=O)(=O)c2cccs2)C1 (stereo not given)	5	-3	4	0	4	1	-2	8	-1	-3
12	O=C(NC1CC1)C1CCN(c2ncnc3c2sc2cccc(F)c23)CC1	-7	3	6	3	1	5	4	1	-4	-2
13	O=C1NC[C@H](CCCCN2CCN(Cc3ccccc3)C(=O)C2=O)N(CCc2ccc(O)cc2)C1=O	-3	5	2	nt	2	-3	-3	-1	2	0
14	CC(C)(C)C(=O)NN=C1CCC(c2ccccc2)CC1 (stereo not given)	0	-3	-4	9	6	6	0	3	1	1
15	O=C(CSCc1c(Cl)cccc1Cl)NCc1ccco1	-2	-3	6	-4	-14	-3	-1	4	-1	-2
16	O=P(COCCOCP(=O)(c1ccccc1)c1ccccc1)(c1ccccc1)c1ccccc1	3	-2	-4	8	-1	-1	1	9	2	-3
17	COC(=O)c1c(NC(=O)CN2C(=O)NC3(CCCCC3C)C2=O)sc2c1CCC2 (stereo not given)	0	2	5	-11	0	-4	-1	-2	1	-2
18	CCOC(=O)c1cnc(N)nc1C(F)(F)F	8	-1	-7	5	-2	0	4	-3	4	-1
19	CCOc1cc(N2CCOCC2)c(OCC)cc1NC(=O)c1[nH]c(C)c(C(C)=O)c1C	3	1	6	1	2	-1	8	-2	1	0
20	O=C(CNC(=O)c1ccccc1O)N/N=C/c1ccccn1	-1	-2	-12	5	0	-2	4	6	2	4
21	O=C(Cc1ccc(OCc2ccccc2)cc1)NCc1ccc2c(c1)OCO2	4	0	-6	nt	-9	10	-1	-1	5	5
22	COC(=O)c1c(-n2cnnn2)sc(C)c1C	4	-1	-1	4	2	-1	1	-1	-1	-1
23	O=C(Cn1nnc(-c2ccc(Cl)cc2)n1)NC1CCN(Cc2ccccc2)CC1	-7	-7	1	-4	8	0	4	-2	1	0
24	CCOc1ccccc1NC(=O)C(=O)N/N=C/c1cc(Br)ccc1O	-16	2	28*	14	14	-2	-17	1	-4	-3

A second format for some results above.
Below each compound – GC-B act | rCAG RNA binder | TCR CD3 inh | HTRA1 inhibitor | ABHD4 inh | MBD2 inh | NPR1 activator | SIAE inh | UHRF1 binding | PRMT1 FP inh
22. COC(=O)c1c(-n2cnnn2)sc(C)c1C
 : 4 | -1 | -1 | 4 | 2 | -1 | 1 | -1 | -1 | -1
23. O=C(Cn1nnc(-c2ccc(Cl)cc2)n1)NC1CCN(Cc2ccccc2)CC1
 : -7 | -7 | 1 | -4 | 8 | 0 | 4 | -2 | 1 | 0
24. CCOc1ccccc1NC(=O)C(=O)N/N=C/c1cc(Br)ccc1O
 : -16 | 2 | 28* | 14 | 14 | -2 | -17 | 1 | -4 | -3

Next entries:
no.	SMILES	GC-B act	rCAG RNA binder	TCR CD3 inh	HTRA1 inhibitor	ABHD4 inh	MBD2 inh	NPR1 activator	SIAE inh	UHRF1 binding	PRMT1 FP inh
25	COc1ccccc1N(CC(=O)NCCSCc1ccccc1Cl)S(C)(=O)=O	4	-8	-5	3	5	1	2	4	-1	0
26	O=C(CCc1nnc(COc2ccccc2)o1)NCc1ccccc1C(F)(F)F	6	-6	5	-9	0	2	1	0	4	2
27	Cc1c(NC(=O)CSc2n[nH]c(-c3ccccc3)n2)c(=O)n(-c2ccccc2)n1C	3	-2	4	-1	5	-5	1	2	0	2
28	O=C(c1ccco1)N(Cc1ccccc1)c1cccc([N+](=O)[O-])c1	-8	2	-2	-2	-4	-4	-7	10	-3	-1
29	CCC(Sc1nc(-c2ccccc2)c(C#N)c(=O)[nH]1)C(=O)Nc1nnc(C)s1 (stereo not given)	-4	44*	-2	-1	2	-4	8	0	1	-3
30	COC(=O)C1=C(N)Oc2cc(C)n(CCCn3ccnc3)c(=O)c2C1c1cccc(Cl)c1 (stereo not given)	-12	3	-11	5	-18	8	-18	-2	4	4
31	O=C(NCCOc1ccc(Cl)cc1)C(=O)NCC1CCCO1 (stereo not given)	-1	-5	3	4	-2	-2	3	-2	-1	-5
32	Cc1c(-n2cc(C(=O)c3cc(F)ccc3O)cc(C#N)c2=O)c(=O)n(-c2ccccc2)n1C	3	-10	2	1	-2	-7	-1	5	-2	-4
33	Cc1cccc(C2c3[nH]c4ccccc4c3CCN2C(=O)c2noc3c2CCCC3)n1 (stereo not given)	6	3	1	-23	6	0	6	-12	3	0
34	CC1CN(C(=O)/C(C#N)=C2\N=C(NC(=O)c3ccccc3Cl)c3ccccc32)CC(C)O1 (stereo not given)	-2	1	-2	nt	8	1	-2	0	3	-2
35	O=C(C[n+]1cc(-c2ccc(Cl)cc2)n2c1CCCCC2)c1ccccc1	6	3	-4	3	-2	0	-1	-2	3	2
36	Cc1cc(Oc2cccnc2)ccc1NC(=O)Cc1cn(C)c2ccccc12	-5	6	-5	nt	5	5	-5	7	0	2
37	COc1ccc(NC(=O)C2CC(c3c(F)cccc3Cl)=NO2)cc1 (stereo not given)	-4	-5	3	-4	2	5	0	1	2	2
38	CCOC(=O)C1=C(C)Nc2ccccc2N/C1=N\S(=O)(=O)c1ccc(Cl)cc1	4	35*	-7	1	-9	4	-1	-5	4	-3
39	CCCCN(C(=O)CSc1nnnn1C)c1c(N)n(Cc2ccccc2)c(=O)[nH]c1=O	-2	-5	9	10	0	3	5	13	6	1
40	COC(=O)c1cn(NC(=O)/C=C/c2cc(OC)ccc2OC)c(=O)c2ccccc12	-1	11	5	-10	-3	3	4	-10	16	-2
41	O=C(COc1ccccc1)Nc1ccc(N2CCCCC2)cc1	-1	-7	3	4	-1	0	-2	5	1	5
42	Cc1cccc(OCC(=O)Nc2ccc(N3CCN(S(C)(=O)=O)CC3)cc2)c1	-1	1	-2	0	-3	-5	-1	13	1	3
43	O=C(NCC12CC3CC(CC(C3)C1)C2)c1nn2cccnc2c1Cl	-2	-7	0	-2	11	4	13	-1	1	-3
44	CC(C)C(NC(=O)c1ccccc1)C(=O)NC1=NCCS1 (stereo not given)	1	1	6	-6	5	3	2	9	-4	4
45	Cc1ccc2c(CN3CCN(Cc4ccccc4)CC3)cc(=O)oc2c1C	-1	-4	6	-11	-2	-5	-5	1	1	-6
46	CC(C)(C)NS(=O)(=O)c1ccc(NS(=O)(=O)c2ccc(F)cc2)cc1	5	3	8	-1	4	-4	6	1	1	4
47	CCN(CC)S(=O)(=O)c1ccc(Cl)c(NC(=O)COC(=O)c2c(C)noc2C)c1	-3	-4	1	24	5	-4	2	-1	3	-1
48	CCOc1ccc(C(CC(=O)O)NC(=O)COc2ccc3ccccc3c2)cc1OC (stereo not given)	3	14	-7	4	3	5	5	7	2	5
49	COc1ccc(NC(=O)CN(C)C(=O)c2cn(-c3ccccc3)nc2-c2ccc(OC)cc2)cc1	9	4	4	-19	-20	-8	6	-14	0	-3
50	CCOC(=O)C1CCN(C(=O)C2(NC(=O)Nc3ccccc3C)CCCCC2)CC1	2	-4	-8	-1	2	1	3	-3	-1	2
51	CCN1CCN(c2ccc(NC(=O)c3ccc(Cl)c(N4CCCC4=O)c3)cc2)CC1	-5	0	0	6	-4	-2	0	-11	4	-5
52	O=C(Cn1ncc2c(=O)oc3ccccc3c21)N1CCN(c2ccccn2)CC1	-1	1	4	2	-1	-2	0	4	-3	-2
53	COc1ccc(NC(=O)CCn2cccc2)c(OC)c1	1	0	-2	-4	-10	7	-4	-10	5	8
54	CCCNC(=O)Nc1cc(C)on1	0	0	1	-1	-3	-2	-2	-6	-1	1
55	Cc1ccc(CNC(=O)CN(C)S(=O)(=O)c2cccc3nsnc23)cc1	1	-2	1	4	-4	-6	-2	5	1	-4
56	O=C(N/N=C/c1cccc([N+](=O)[O-])c1)c1cc(-c2ccc3c(c2)OCO3)n[nH]1	20	1	-6	2	-4	3	18	-11	0	3
57	CCCc1cc(=O)[nH]c(SCC(=O)NC2CCCCC2)n1	-2	3	6	7	93*	0	-1	2	-1	-1
58	NC(=O)C1(Nc2ccc(Br)cc2)CCCC1	0	0	4	3	-1	2	-5	1	1	-3
59	CC1(C(=O)Nc2ccc3c(c2)OCCO3)CN(S(C)(=O)=O)CC(=O)N1Cc1ccco1 (stereo not given)	6	0	-4	nt	2	5	-1	4	2	2
60	Cc1cccc(S(=O)(=O)Nc2ccc(-c3ccc4nncn4n3)cc2)c1	-5	5	8	-7	1	-2	0	-1	-3	2
61	CC(=O)c1ccc(NC(=S)NN2C(C)CCCC2C)cc1 (stereo not given)	-2	-3	-2	0	3	-2	-1	0	-1	-2
62	CN(CC(=O)Nc1cccc(F)c1)C(=O)c1ccc(-c2ccc(Cl)cc2)o1	1	13	-9	-39	-14	2	-1	-12	3	11
63	CCOc1ccc(N2C(=O)Nc3ccccc3C2(O)C(=O)NCc2ccc(OC)cc2)cc1 (stereo not given)	2	-3	10	8	3	-3	1	0	-2	2
64	CCOC(=O)c1ccc(C(=S)N2CCCC2)cc1	4	0	-3	1	4	-4	0	2	0	4
65	COc1ccc(N2CCN(C(=O)CC(C)S(=O)(=O)c3ccc4c(c3)NC(=O)CO4)CC2)cc1 (stereo not given)	3	-6	1	8	1	-5	-2	5	1	5
66	CC(C)(C)N1C(=O)c2ccc(C(=O)Nc3ccc(O)cc3)cc2C1=O	-1	1	-6	0	-5	-1	-2	0	-1	0
67	C=CCn1c2ccccc2c2nnc(SCC(N)=O)nc21	0	1	4	-1	0	-7	2	-4	-1	0
68	CCCCC1=NN(C(=O)c2ccco2)C(O)(C(F)(F)F)C1 (stereo not given)	1	-6	-2	-5	4	-2	-8	-4	2	-1
69	c1ccc(CNc2c3c(nc4ncnn24)CCC3)cc1	4	-1	8	-2	2	0	3	-6	0	-2
70	NS(=O)(=O)c1ccc(NC(=O)Nc2ccc(S(N)(=O)=O)cc2)cc1	-1	-1	-1	nt	-4	-3	3	-13	-3	-3
71	COc1ccc(N(CCC#N)S(=O)(=O)c2cccc3nsnc23)cc1	3	-1	5	-9	1	-1	-1	3	-3	2

Bioassay records from PubChem BioAssay.

Not all compounds are listed (hit frequency here may not be typical).
